KDM4E inh = qHTS Assay for Inhibitors of Human Jumonji Domain Containing 2E (JMJD2E) | AID 2147, 2009 | JMJD2E catalytic domain, FDH-coupled NADH fluorescence (FDH is formaldehyde dehydrogenase) | Potency, µM (doses to about 57.1 µM), for the others: at the top dose activity change, negative = inhibition, hits mostly inhibitors | Lysine-specific demethylase 4E (Homo sapiens), B2RXH2 | 1.6% of 230,000 active; active = well fitted inhibition curve with a large enough effect, not every such curve was filed as active; inconclusive = small, poorly fitted or top-dose-only effect, or another doubt; inactive = no such curve, though single readings can be large or run the other way;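 note: 0% = wells with enzyme and -100% = buffer wells without enzyme; nearly all actives have a fitted effect of over 50% in size; many of its hits are not listed in these tables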
Luc counter = Counterscreen for Luciferase (Kinase-Glo TM) Inhibition; Luciferin 4-monooxygenase (Photuris pensylvanica), Q27757; Kinase-Glo luciferase, ATP luminescence, 8 min; Potency, µM (highest dose often 38.3 µM), for inactives: at the highest dose activity change, negative = inhibition, usual class: inhibitors; 0.28% of 200,000 active; AID 1379, 2008; note: % is set by controls: 0 for no effect and ±100 for the full control effect; nearly all actives have a fitted effect of over 60% in size
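Kinase-Glo luciferase light output from ATP and luciferin was measured with 10 uM ATP, within the enzyme's linear range. Buffer: 50 mM imidazole pH 7.2, 50 mM KCl, 7 mM MgCl2, 0.01% Tween 20, 0.05% BSA; luminescence read after 8 min at ambient temperature.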
GoLoco inh red = qHTS Assay for Inhibitors of RGS12 GoLoco Motif Activity (Red Fluorophore); Potency, µM (doses to about 61.6 µM), without a hit: top-dose activity, negative = inhibition, usual class: inhibitors; Gai1:RGS12 GoLoco peptide FP, rhodamine, 10 min; AID 880, 2007; 0.44% of 230,000 active; active = well fitted inhibition curve with a large enough effect, not every such curve was filed as active; inactive = no such curve, though single readings can be large or run the other way; note: % is set by controls: 0 for no effect and ±100 for the full control effect; nearly all actives have a fitted effect of over 30% in size; many of its hits are not listed in these tables
Epigenetic reg = Quantitative High-Throughput Screen for Regulators of Epigenetic Control; Potency, µM (titrated, usually from 53.9 µM), for the others: at the top dose GFP activation, most hits filed as activators; murine LDR cells, GFP reporter derepression, 30 h; 0.2% of 280,000 active; note: % of control where 0% means no effect; nearly all actives have a fitted effect of over 60% in size
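Murine LDR cells bearing a silenced CMV-driven GFP reporter were exposed to compound for 30 h at 37 C. After PBS washes, GFP-positive cells (20-120 um objects) counted by laser-scanning microplate cytometry.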
IMPase Li inh = qHTS Assay for Identifying the Cell-Membrane Permeable IMPase Inhibitors: Potentiation with Lithium | CHO-M1 cells, IP1 TR-FRET (IP-One), carbachol + lithium | Potency, µM (titrated, usually from 59.4 µM), for the others: top-dose activity, negative = IMPase inhibition, actives largely listed as inhibitors | 0.35% of 210,000 active;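 note: IP1 builds up when IMPase is blocked and the TR-FRET signal falls; plate controls were basal vehicle for no effect and high inhibitor control for full effect; nearly all actives have a fitted effect of over 50% in size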
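Test compounds were applied to CHO-M1 cells previously cultured for 16–30 h at 2000 per well. A small lithium amount accompanied them; after 30 min at 37C, IP1 was quantified by TR-FRET.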
RECQ1 helicase = qHTS Assay for Inhibitors of RecQ-Like Dna Helicase 1 (RECQ1); Potency, µM (highest dose often 57.3 µM), without a hit: at the top dose activity, negative = inhibition, actives largely listed as inhibitors; 0.54% of 240,000 active; RECQ1 DNA unwinding, red fluorescence kinetic read; ATP-dependent DNA helicase Q1 (Homo sapiens), P46063;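 note: plate controls were vehicle for no effect and no enzyme for full effect; nearly all actives have a fitted effect of over 30% in size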
Target sequence (P46063 whole entry, looked up): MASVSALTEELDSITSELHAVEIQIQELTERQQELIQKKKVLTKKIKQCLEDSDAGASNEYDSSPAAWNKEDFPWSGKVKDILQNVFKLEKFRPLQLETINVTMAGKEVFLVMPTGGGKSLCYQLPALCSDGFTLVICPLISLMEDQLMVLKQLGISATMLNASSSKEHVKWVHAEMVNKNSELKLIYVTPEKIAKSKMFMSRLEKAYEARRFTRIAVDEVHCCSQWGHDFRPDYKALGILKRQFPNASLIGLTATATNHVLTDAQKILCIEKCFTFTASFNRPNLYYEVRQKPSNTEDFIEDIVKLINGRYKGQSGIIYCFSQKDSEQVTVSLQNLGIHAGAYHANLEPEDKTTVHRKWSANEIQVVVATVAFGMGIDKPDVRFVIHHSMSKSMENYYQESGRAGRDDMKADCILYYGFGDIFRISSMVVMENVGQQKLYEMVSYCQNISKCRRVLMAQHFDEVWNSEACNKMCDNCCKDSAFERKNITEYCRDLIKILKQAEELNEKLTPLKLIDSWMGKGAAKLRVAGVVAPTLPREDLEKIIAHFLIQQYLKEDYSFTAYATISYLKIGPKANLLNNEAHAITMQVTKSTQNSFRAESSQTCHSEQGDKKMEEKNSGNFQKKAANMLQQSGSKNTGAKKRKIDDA
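RECQ1T1 50 nM; forked duplex (20 bp + 30-nt ss tails) 200 nM, ATP 2 mM final; pH 8.0, 2 mM MgCl2, 2.5 ug/ml poly(dI-dC); 15 min compound preincubation; discontinuous kinetic read over 2 h at RT.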
NPSR antag = qHTS Assay for Antagonists of the Neuropeptide S Receptor: cAMP Signal Transduction; Q6W5P4; CHO-NPSR cells, cAMP TR-FRET, antagonist mode; Potency, µM (doses to about 38.3 µM), without a hit: top-dose activity change, negative = inhibition, most hits filed as inhibitors; 1% of 220,000 active; AID 1461, 2008; note: % is set by controls: 0 for no effect and ±100 for the full control effect; nearly all actives have a fitted effect of over 50% in size; many of its hits are not listed in these tables
Target sequence (Q6W5P4 whole entry, looked up): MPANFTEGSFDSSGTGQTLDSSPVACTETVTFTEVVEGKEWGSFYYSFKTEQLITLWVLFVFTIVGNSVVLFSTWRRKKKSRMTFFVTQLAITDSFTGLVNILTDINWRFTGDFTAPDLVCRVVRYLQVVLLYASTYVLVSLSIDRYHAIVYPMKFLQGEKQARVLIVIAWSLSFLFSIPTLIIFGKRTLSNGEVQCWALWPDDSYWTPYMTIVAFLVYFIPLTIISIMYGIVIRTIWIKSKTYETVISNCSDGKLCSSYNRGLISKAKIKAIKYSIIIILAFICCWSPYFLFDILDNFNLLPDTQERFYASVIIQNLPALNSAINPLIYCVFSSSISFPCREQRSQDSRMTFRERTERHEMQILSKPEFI
SMN2 splice up = qHTS Assay for Enhancers of SMN2 Splice Variant Expression. HEK293 SMN2-luciferase splicing reporter, luminescence, 30-36 h. Potency, µM (titrated, usually from 46.1 µM), without a hit: at the top dose activity change, positive = activation, usual class: activators. 2.8% of 210,000 active. AID 1458, 2008; note: % of control where 0% means no effect; nearly all actives have a fitted effect of over 55% in size
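HEK293 cells carry an SMN2 minigene-luciferase reporter in which exon 7 inclusion puts luciferase in frame. Cells were seeded at 2000 cells/well, attached for 10-12 hours, then exposed to compounds for 30-36 hours at 37C before ONE-Glo luminescence.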
Starred values were filed as active, the others as inactive; i = inactive; ? = inconclusive; · = not tested or not shown; [ ] = dose if it differs, or a comment. Unless noted, calls come from the whole dose curve; as a rule, active = well fitted curve in the direction sought with a large enough effect; inconclusive = small, poorly fitted or top-dose-only effect, or another doubt; inactive = no such curve, though single readings can be large; an effect the other way counts as inactive or inconclusive. Potency is the fitted concentration of half-maximal effect. Not all compounds are listed; the hit share may differ from the screen's.

(1) COc1ccccc1NC1C=CS(=O)(=O)C1 (stereo unspecified)
(2) Cc1cc(C)c(S(=O)(=O)Cc2ccccc2)c(=O)[nH]1
(3) Cc1cc(N)n2nc(C)c(-c3ccccc3)c2n1
(4) Cc1ccc(S(=O)(=O)NCCCCCC(=O)Nc2ccccc2C)cc1
(5) CCCC1CC(C)(/C(C)=N\NC(N)=S)OC1=O (stereo unspecified)
Screen / compound no.,1,2,3,4,5
KDM4E inh,0%,-29%,?,0%,-3%
Luc counter,13%,3%,-2%,-2%,1%
GoLoco inh red,0%,-1%,8%,-10%,13%
Epigenetic reg,0.3%,-6.9%,-1.1%,4.5%,2.3%
IMPase Li inh,43%[activator][38.3 µM],0%,-1%[38.3 µM],-2%,0%
RECQ1 helicase,-11%,i,-11%,1%,-2%
NPSR antag,-8%[7.67 µM],-21%,-6%[46.1 µM],-5%,6%
SMN2 splice up,-9%,·,-3%,-19%,·

An excerpt from above, showing only Luc counter.
nr	Structure	Luc counter
1	COc1ccccc1NC1C=CS(=O)(=O)C1 (stereo unspecified)	13%
2	Cc1cc(C)c(S(=O)(=O)Cc2ccccc2)c(=O)[nH]1	3%

Continuation.
(6) COc1ccc(-n2cnnc2SCC(=O)NC2CCS(=O)(=O)C2)cc1 (stereo unspecified)
(7) COc1cc(NC(=O)c2ccccc2)cc(OC)c1
(8) O=C(CCC(=O)N1CCc2ccccc2C1)N1CCN(S(=O)(=O)c2ccccc2)CC1
(9) CNC(=S)NNC(=O)c1c(C)nc2cc(C)ccn12
(10) O=C(Oc1cccc2ccccc12)c1ccco1
Screen / compound no.,6,7,8,9,10
KDM4E inh,3%,2%,-3%,-6%,-2%
Luc counter,-1%,-18%,-4%,·,-1%
GoLoco inh red,-12%,-4%,1%,-19%,4%
Epigenetic reg,-0.7%,-0.6%,2.4%,0.0%,7.1%
IMPase Li inh,-12%[38.3 µM],-8%[38.3 µM],-6%,·,29%[38.3 µM]
RECQ1 helicase,-15%,-9%,i,15%,-13%
NPSR antag,-20%[46.1 µM],-13%[46.1 µM],-10%[46.1 µM],7%,3%[46.1 µM]
SMN2 splice up,-1%,?,-24%,·,26%

(11) CCn1c(SCc2nc3ccccc3s2)nnc1-c1ccccc1
(12) O=c1oc2ccccc2nc1/C=C(O)/C=C/c1ccc(F)cc1
(13) c1ccn2c(Cc3nnc4ccccn34)nnc2c1
(14) CS(=O)(=O)c1ccc(Cl)c(NC(=O)CSc2nc3ccccc3c(=O)n2CCCN2CCOCC2)c1
(15) Cc1cc(SCC(=O)c2ccccc2)n2ncc(-c3ccccc3)c2n1
Screen / compound no.,11,12,13,14,15
KDM4E inh,-5%,2%,?,-10%,?
Luc counter,16%,6%,1%,-3%,·
GoLoco inh red,28%,122%[activator],2%,9%,8%
Epigenetic reg,1.8%,-1.1%,4.0%,5.2%,1.4%
IMPase Li inh,-7%[38.3 µM],9%,-1%[38.3 µM],1%,·
RECQ1 helicase,-3%,2%,-8%,-3%,i
NPSR antag,-8%[46.1 µM],-10%,1%[46.1 µM],7%,26%[7.67 µM]
SMN2 splice up,-3%,11%,-4%,8%,·

(16) Cc1ccc(N2CC(C(=O)N3CCc4ccccc43)CC2=O)cc1 (stereo unspecified)
(17) COc1ccc(C(=O)N2CCN(C(C)=O)CC2)cc1S(=O)(=O)N1CCOCC1
(18) CC(=O)N=c1cccc(NC(C)=O)n1O
(19) COc1cc(/C=C(/NC(=O)c2ccccc2)C(=O)Nc2ccccc2)c([N+](=O)[O-])cc1OC
(20) CCOc1ccc(N(CC(=O)NCC2CCCO2)S(=O)(=O)c2ccc(SC)cc2)cc1 (stereo unspecified)
Screen / compound no.,16,17,18,19,20
KDM4E inh,16%,11%,-3%,0%,-6%
Luc counter,0%,1%,5%,-1%,-3%
GoLoco inh red,11%,3%,-3%,-14%,-24%
Epigenetic reg,0.0%,-2.9%,1.5%,-3.1%,0.1%
IMPase Li inh,25%[38.3 µM],-1%,18%[38.3 µM],?,21%[38.3 µM]
RECQ1 helicase,1%,11%,0%,2%,i
NPSR antag,2%[46.1 µM],13%,6%[46.1 µM],?,?
SMN2 splice up,9%,17%,2%,22%,8%

(21) Cc1cc(-c2nn(-c3ccccc3F)cc2CN2CCC(O)CC2)c(C)s1
(22) O=C1CSC(c2ccccn2)N1c1cccc(Cl)c1 (stereo unspecified)
(23) O=C(NCc1ccccn1)c1ccc2c(=O)n(CCc3ccccc3)c(=O)[nH]c2c1
(24) COc1cccc(-n2nnc3c(=O)n(CC(=O)NC4CCCC4)cnc32)c1
(25) Cc1ccccc1NC(=O)CCN1CCN(C/C=C/c2ccccc2)CC1
Screen / compound no.,21,22,23,24,25
KDM4E inh,-5%,-1%,?,-1%,-3%
Luc counter,-1%,0%,3%,0%,13%
GoLoco inh red,9%,-9%,36%[activator],-2%,6%
Epigenetic reg,-4.2%,1.2%,-2.6%,-1.0%,-0.2%
IMPase Li inh,-2%,14%[38.3 µM],?,-18%[38.3 µM],-5%[38.3 µM]
RECQ1 helicase,-9%,i,-6%,-10%,-13%
NPSR antag,-9%,-11%[46.1 µM],-10%,7%[46.1 µM],-2%[46.1 µM]
SMN2 splice up,·,34%,-41%[inhibitor],17%,-17%

(26) CSc1nc2ccccc2n1C(=O)NC1CCCCC1
(27) O=C(c1ccccn1)N1CCN(c2ccc(C(F)(F)F)cn2)CC1
(28) N#C/C(=C\c1ccco1)Sc1nc2ccccc2s1
(29) O=C(C1CCCN(S(=O)(=O)c2ccccc2)C1)N1CCN(c2ncccn2)CC1 (stereo unspecified)
(30) O=C(CNC(=O)/C(=C\c1ccc(Br)cc1)NC(=O)c1ccccc1)OCc1ccccc1
Screen / compound no.,26,27,28,29,30
KDM4E inh,8%,-20%,-21%,-10%,-6%
Luc counter,-6%,1%,-3%,-6%,2%
GoLoco inh red,3%,-2%,169%[activator],-8%,16%
Epigenetic reg,1.0%,-1.0%,0.0%,1.2%,-1.0%
IMPase Li inh,8%[38.3 µM],7%,48%[activator][38.3 µM],10%,7%
RECQ1 helicase,-4%,-2%,13%,-1%,-10%
NPSR antag,-4%[46.1 µM],11%[46.1 µM],-37%[46.1 µM],-20%[46.1 µM],-18%
SMN2 splice up,?,-11%,·,-40%[inhibitor],13%

A second format for part of the listing above:
Every second line gives: KDM4E inh | Luc counter | GoLoco inh red | Epigenetic reg | IMPase Li inh | RECQ1 helicase | NPSR antag | SMN2 splice up
[1] COc1ccccc1NC1C=CS(=O)(=O)C1 (stereo unspecified)
  0% | 13% | 0% | 0.3% | 43%[activator][38.3 µM] | -11% | -8%[7.67 µM] | -9%
[2] Cc1cc(C)c(S(=O)(=O)Cc2ccccc2)c(=O)[nH]1
  -29% | 3% | -1% | -6.9% | 0% | i | -21% | ·
[3] Cc1cc(N)n2nc(C)c(-c3ccccc3)c2n1
  ? | -2% | 8% | -1.1% | -1%[38.3 µM] | -11% | -6%[46.1 µM] | -3%
[4] Cc1ccc(S(=O)(=O)NCCCCCC(=O)Nc2ccccc2C)cc1
  0% | -2% | -10% | 4.5% | -2% | 1% | -5% | -19%

More results follow.
Key to letters: A = KDM4E inh; B = Luc counter; C = GoLoco inh red; D = Epigenetic reg; E = IMPase Li inh; F = RECQ1 helicase; G = NPSR antag; H = SMN2 splice up
[31] COc1cc2c(cc1OC)-c1cc(Nc3ccc(N(C)C)cc3)nc(=O)n1CC2
  A = -8%	B = ·	C = -3%	D = -0.3%	E = ·	F = -9%	G = 19%[7.67 µM]	H = ·
[32] CCOC(=O)c1c(NC(=O)COc2ncnc3ccccc23)sc(C)c1C
  A = 8%	B = 0%	C = 5%	D = 1.0%	E = 2%	F = -5%	G = -6%	H = -17%
[33] COC(=O)c1ccccc1NC(=O)N1CCN(C(=O)c2ccco2)CC1
  A = ?	B = -3%	C = -1%	D = 0.0%	E = -16%[38.3 µM]	F = 0%	G = 17%[46.1 µM]	H = -9%
[34] c1ccc(C2Oc3ccccc3C3CC(c4cccs4)=NN32)cc1 (stereo unspecified)
  A = 3%	B = -4%	C = 47%[activator]	D = -0.6%	E = -2%	F = 4%	G = -47%	H = ?
[35] CCN(CCO)C1CC(=O)N(c2ccccc2C)C1=O (stereo unspecified)
  A = -1%	B = -1%	C = -37%	D = -4.8%	E = 19%[38.3 µM]	F = -6%	G = -14%[46.1 µM]	H = 8%
[36] CCCCn1nnnc1SCC(=O)c1ccccc1F
  A = 4%	B = -1%	C = 6%	D = -0.1%	E = 24%	F = i	G = 25%	H = ·
[37] CCc1ccc(NC(=O)CSc2nc3ccccc3c(=O)n2CCCC(=O)NCCCN2CCOCC2)cc1
  A = -15%	B = 11%	C = 4%	D = 0.0%	E = 23%	F = -1%	G = -36%	H = -20%
[38] Cc1cc(=O)oc2c(C(=O)/C=C\c3cccs3)c(O)ccc12
  A = 2%	B = 0%	C = 1%	D = -2.9%	E = 7%	F = -6%	G = -22%	H = -29%
[39] CN(C)S(=O)(=O)c1cccc(-c2nnc(SCc3ccc4c(c3)OCCO4)o2)c1
  A = 2%	B = 2%	C = -19%	D = -0.7%	E = 21%[38.3 µM]	F = 8%	G = -8%[46.1 µM]	H = -15%
[40] Cc1cc([N+](=O)[O-])nn1CC(=O)N1CCc2ccccc2C1
  A = 2%	B = -4%	C = 12%	D = -3.0%	E = 23%[38.3 µM]	F = -10%	G = 8%[46.1 µM]	H = -21%
[41] O=C(CSc1cn(Cc2ccccc2)c2ccccc12)NCc1ccc(F)cc1
  A = 0%	B = 1%	C = -5%	D = 0.0%	E = -7%	F = 0%	G = -33%	H = -24%
[42] C[n+]1cccc(C(=O)NNC(=O)C23CC4CC(CC(C4)C2)C3)c1
  A = -15%	B = -2%	C = -30%	D = 0.5%	E = -6%	F = i	G = 5%	H = -29%
[43] CC1CCCN(C(=O)C2CCN(CC3CC=CCC3)CC2)C1 (stereo unspecified)
  A = ?	B = 8%	C = -2%	D = -1.3%	E = -17%[38.3 µM]	F = -7%	G = -24%[46.1 µM]	H = 11%

Screening results deposited in PubChem BioAssay by National Center for Advancing Translational Sciences (NCATS).
